Screening data: PubChem, The Scripps Research Institute Molecular Screening Center
KLK7 zymogen act = proKLK7 (human) activation, primary screen; P49862; purified proKLK7, EDANS-DABCYL substrate fluorescence; 100% is mature enzyme control, 0% vehicle; activation, % at 7 µM; 0.9% of 370,000 active;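 active means activation above the mean of all tested compounds plus 3 SD, computed per campaign excluding outliers beyond control limits, cut at about 13% in these data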
Target sequence (P49862 whole entry, looked up): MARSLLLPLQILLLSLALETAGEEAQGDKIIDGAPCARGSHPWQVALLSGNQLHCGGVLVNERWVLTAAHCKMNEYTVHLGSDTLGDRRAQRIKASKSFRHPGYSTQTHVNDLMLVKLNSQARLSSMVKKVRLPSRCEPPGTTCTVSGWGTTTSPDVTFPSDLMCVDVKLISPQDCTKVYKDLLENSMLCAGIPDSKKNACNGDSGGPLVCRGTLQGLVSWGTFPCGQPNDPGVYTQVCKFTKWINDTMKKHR
ADAM17 inh = ADAM17 inhibition, QFRET primary screen; recombinant ADAM17, EDANS/DABCYL FRET peptide cleavage; 0.83% of 370,000 active; inhibition, % at 6.95 µM; P78536; AID 720648;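 active means inhibition above the mean of compounds lying between control limits plus 3 SD, set per campaign, cut at about 8.5% in these data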;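 further: 0% = DMSO-only wells as the low control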
Tn6 DDE FP = disrupts Tn6 cyclic peptide binding to fibrin D-Dimer-E complex. P02675. Fibrin DD(E) TRITC-Tn6 fluorescence polarization displacement. inhibition, % at 8.3 µM. 0.21% of 370,000 active. AID 720509;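 active means inhibition above a per-campaign cutoff: mean of compounds within control limits plus 3 SD, cut at about 15% in these data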;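 further: 0% = median of all compound wells on the plate and 100% = blocking peptide control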
Target sequence (P02675 whole entry, looked up): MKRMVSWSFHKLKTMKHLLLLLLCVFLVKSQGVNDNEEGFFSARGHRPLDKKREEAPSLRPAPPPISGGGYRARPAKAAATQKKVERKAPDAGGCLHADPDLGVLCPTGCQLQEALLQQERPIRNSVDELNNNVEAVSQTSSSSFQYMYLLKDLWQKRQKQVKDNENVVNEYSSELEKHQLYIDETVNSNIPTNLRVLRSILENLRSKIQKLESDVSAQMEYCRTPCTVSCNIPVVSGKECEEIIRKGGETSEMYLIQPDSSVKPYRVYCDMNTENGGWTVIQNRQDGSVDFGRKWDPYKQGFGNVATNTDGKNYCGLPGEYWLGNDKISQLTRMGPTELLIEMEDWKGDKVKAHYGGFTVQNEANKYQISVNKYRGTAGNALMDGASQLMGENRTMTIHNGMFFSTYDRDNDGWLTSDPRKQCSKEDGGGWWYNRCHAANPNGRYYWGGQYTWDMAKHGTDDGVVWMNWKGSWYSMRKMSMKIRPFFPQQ
DDE Tn7 FP inh = DD(E)-Tn7 binding inhibition, primary FP screen. P02675. FP displacement of FITC-Tn7 peptide from fibrin DD(E); 0% = median of compound wells per plate. inhibition, % at 8.3 µM. 0.13% of 370,000 active;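 active means inhibition above the mean of compounds falling within the control limits plus 3 SD of them, cut at about 14% in these data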;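 further: 0% = plate median of compound wells and 100% = 10 µM Aha-Tn7 peptide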
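Assay system: Human fibrin DD(E) protein | Medium: Tris buffer with calcium and detergent, pH 7.8 | Reagent: 0.1 µM fluorescent Tn7 | Compound dosing: Single point at 8.3 µM | Times: 10 min preincubation, 3 h with tracer, room temperature | Detection: Fluorescence polarization of the labelled Tn7 tracer | Controls: Aha-Tn7 high control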
ASAP1 inh = inhibitors of human ASAP1 ArfGAP activity; Q9ULH1; ASAP1-stimulated ARF1 GTP hydrolysis, GDP FP detection; inhibition, % at 16.5 µM; 0.19% of 360,000 active; in the data active means inhibition above about 25%;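 further: 0% = vehicle with enzyme and substrate and 100% = no enzyme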
PLCg1 inh = inhibitors of human phospholipase C gamma1; AID 720700; P19174; inhibition, % at 12.2 µM; 0.84% of 370,000 active; purified PLC-gamma1, fluorogenic substrate, fluorescence; in the data active means inhibition above about 9.5%
MBD2 inh = inhibitors of human MBD2 binding to methylated oligonucleotide; Q9UBB5; TR-FRET; inhibition, % at 4.4 µM; 0.31% of 370,000 active; AID 686964; in the data active means inhibition above about 13%
ARFGAP1 inh = rat ARFGAP1 inhibition. Q62848. Arfgap1-stimulated ARF1 GTP hydrolysis, GDP FP detection. inhibition, % at 16.5 µM. 0.26% of 360,000 active. AID 651572;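 active means inhibition above a per-plate limit, mean inhibition of low control wells plus 3 SD, cut at about 25% in these data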;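 further: 0% = DMSO wells with enzyme and 100% = wells lacking Arfgap1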
Target sequence (Q62848 1-136 limits assumed): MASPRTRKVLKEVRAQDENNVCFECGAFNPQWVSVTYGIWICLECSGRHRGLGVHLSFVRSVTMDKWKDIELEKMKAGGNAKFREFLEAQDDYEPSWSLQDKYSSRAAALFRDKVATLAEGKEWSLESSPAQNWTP
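Material: truncated rat Arfgap1 GAP domain; Incubation: compound-enzyme preincubation 20 min, reaction 120 min, detection 60 min, 25 °C; Read-out: percent inhibition of Arfgap1-stimulated GTP hydrolysis; Technique: FP, GDP Alexa 633 tracer displaced from anti-GDP antibody, 620/688 nm; Controls: No-Arfgap1 wells (100%) versus DMSO full-reaction wells (0%); Replication: single well per compound.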
UHRF1 MBD2 ctr = blocks human UHRF1 binding to methylated DNA; UHRF1 binding to methylated oligo, TR-FRET; Q96T88; 0.75% of 370,000 active; inhibition, % at 4.4 µM; AID 687016; in the data active means inhibition above about 21%;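 further: UHRF1 SRA domain binding a hemimethylated CpG hairpin DNA probe; 0% = median of test compound wells and 100% = reference inhibitor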
PLC-beta3 inh = PLC-beta3 (human) inhibition, primary screen; Purified PLC-beta3, fluorogenic substrate, fluorescence; 0.18% of 370,000 active; AID 720704; inhibition, % at 12.2 µM; in the data active means inhibition above about 11%;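 further: 0% = median of compound wells on plate and 100% = full blocker control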
* hit, by the source's call. This is a random part of the collection. About 4.1% of those tested had a hit in this group.

SMILES	KLK7 zymogen act	ADAM17 inh	Tn6 DDE FP	DDE Tn7 FP inh	ASAP1 inh	PLCg1 inh	MBD2 inh	ARFGAP1 inh	UHRF1 MBD2 ctr	PLC-beta3 inh
CC(NC(=S)NC1CCCCC1)c1ccc(C(C)(C)C)cc1 (stereo not given)	0.6	-4	0	0	-9	-1	7	-5	1	-6
Cc1cc(C)cc(N2C(=O)CCN(Cc3ccccc3)C2=O)c1	0.1	-3	8	1	-13	-2	-2	-1	0	-8
Cc1c(C(=O)Oc2cccc3cccnc23)oc2ccccc12	-0.3	-7	3	5	2	-1	1	-5	-1	-10
CCC(c1nnnn1-c1ccc2c(c1)OCCO2)N1CCN(C(=O)C2CCCO2)CC1 (stereo not given)	-0.5	-5	6	-1	-8	-1	0	0	8	-1
CCCNc1ncc2c(=O)[nH][nH]c(=O)c2n1	0.1	1	7	5	-4	2	-2	-1	2	2
COc1ccc([C@H]2C[C@@H](n3cc(COC(=O)c4ccccc4)nn3)[C@H](O)CN2Cc2cccs2)cc1	0.8	5	-8	2	12	3	-4	1	2	3
CC(C)[C@H](N)C(=O)N1CCC(C(=O)N[C@@H](Cc2ccccc2)C(=O)NCc2ccc(F)cc2)CC1	0.4	5	-5	4	-5	7	-3	9	0	0
c1cc2c(nn1)CCc1nonc1-2	0.2	-3	-3	0	6	0	3	-4	-1	-3
O=C1c2cc(CO)cc(O)c2C(=O)c2c(O[C@@H]3OC(CO)[C@@H](O)[C@@H](O)[C@@H]3O)cccc21 (stereo not given in full)	0.6	1	-1	-8	-4	-4	-7	-2	-4	-8
CCOc1ccccc1N1CCN(S(=O)(=O)c2ccc(Cl)s2)CC1	1.1	2	-2	-5	4	3	-2	7	1	3
COc1ccccc1CCNC(=O)C(=O)NCC1OCCN1S(=O)(=O)c1ccc2c(c1)OCCO2 (stereo not given)	0.8	-2	-5	-2	-4	3	4	4	5	-13
O=C(COC(=O)c1ccccc1O)NCCC1=CCCCC1	2.5	-8	3	6	3	6	7	-3	5	-4
N=c1c2c(-c3ccccc3)c(-c3ccccc3)n(Cc3ccco3)c2ncn1CCCN1CCOCC1	0.3	-4	7	5	4	-1	3	8	2	-7
COc1ccc(NS(=O)(=O)NC(=O)c2cn(C)c3ccccc23)cc1	0.6	-1	-2	-4	-2	1	-3	-5	-1	-4
CCOc1ccc2[nH]c(=O)c(CN(Cc3nnnn3CCc3ccccc3)CC3CCCO3)cc2c1 (stereo not given)	-0.3	-8	-6	-4	15	-4	-3	1	0	-1
CN(C)c1ccc(/C=N/N(CCC#N)C2=NS(=O)(=O)c3ccccc32)cc1	-1.5	1	8	-3	1	-6	-2	2	-1	-6
O=C(CSc1ccc(-c2ccco2)nn1)Nc1cccc(F)c1	-0.1	-7	6	-3	10	-5	-4	12	-2	-15
O=C(NCC(=O)N(c1ccccc1)C(C(=O)NCC1CCCO1)c1ccccc1)c1cccs1 (stereo not given)	-0.5	2	0	-4	5	3	4	14	0	-2
O=C(CN1CCN(S(=O)(=O)c2cc(C(F)(F)F)ccc2Cl)CC1)N1CCc2ccccc2C1	0.5	1	4	0	8	1	4	23	7	-2
CCOC(=O)c1c(C)oc2ccc(NS(=O)(=O)c3cccs3)cc12	-0.4	5	2	-4	-16	0	-3	-1	1	-4
CCOC(=O)c1ccc(N(C(=O)c2cnccn2)C(C(=O)NC2CCCCC2)c2cn(C)nc2C)cc1 (stereo not given)	-0.3	-2	-1	-2	-2	2	1	13	-1	7
Cc1cc2nc(-c3ccncc3)cc(C(F)(F)F)n2n1	-0.2	-3	-1	-1	0	-5	0	1	0	-9
Cc1cc(C)c2cc(C(=O)N3CCC(N4CCCCC4)CC3)[nH]c2c1	0.6	-4	3	5	-4	-8	-2	0	-2	-11
Cc1cc(NC(=O)c2noc3c2CCCC3)n(-c2ccccc2)n1	-0.2	-3	10	4	1	0	2	2	3	-2
COC(=O)C1=NN(c2ccccc2)C2(S1)SC(C(C)=O)=C(C)N2c1ccccc1 (stereo not given)	0.4	-3	0	1	12	0	0	7	-2	2

Reformatted: entries from further up.
KLK7 zymogen act	ADAM17 inh	Tn6 DDE FP	DDE Tn7 FP inh	ASAP1 inh	PLCg1 inh	MBD2 inh	ARFGAP1 inh	UHRF1 MBD2 ctr	PLC-beta3 inh	SMILES
-0.4	5	2	-4	-16	0	-3	-1	1	-4	CCOC(=O)c1c(C)oc2ccc(NS(=O)(=O)c3cccs3)cc12
-0.3	-2	-1	-2	-2	2	1	13	-1	7	CCOC(=O)c1ccc(N(C(=O)c2cnccn2)C(C(=O)NC2CCCCC2)c2cn(C)nc2C)cc1 (stereo not given)
-0.2	-3	-1	-1	0	-5	0	1	0	-9	Cc1cc2nc(-c3ccncc3)cc(C(F)(F)F)n2n1
0.6	-4	3	5	-4	-8	-2	0	-2	-11	Cc1cc(C)c2cc(C(=O)N3CCC(N4CCCCC4)CC3)[nH]c2c1
-0.2	-3	10	4	1	0	2	2	3	-2	Cc1cc(NC(=O)c2noc3c2CCCC3)n(-c2ccccc2)n1
0.4	-3	0	1	12	0	0	7	-2	2	COC(=O)C1=NN(c2ccccc2)C2(S1)SC(C(C)=O)=C(C)N2c1ccccc1 (stereo not given)

Additional results:
SMILES	KLK7 zymogen act	ADAM17 inh	Tn6 DDE FP	DDE Tn7 FP inh	ASAP1 inh	PLCg1 inh	MBD2 inh	ARFGAP1 inh	UHRF1 MBD2 ctr	PLC-beta3 inh
Cc1ccc(CNC(=O)Cc2cccs2)cc1	0.5	-5	6	7	2	0	1	14	0	-2
CCN(CC)CCCNC(=O)c1cc(Cl)c(NC(=O)C2=C(C)OCCS2)cc1OC	-0.1	4	5	-5	-5	0	1	10	0	-8
O=C(c1ccc(Cl)c([N+](=O)[O-])c1)N(Cc1ccc(F)cc1)C1CCS(=O)(=O)C1 (stereo not given)	0.1	-6	-1	7	-7	-2	4	0	3	-7
CC1CCCCN1CC(=O)c1c(N)n(Cc2ccccc2)c(=O)n(C)c1=O (stereo not given)	0.1	-1	-3	-6	1	0	0	3	0	-2
O=C(Cc1ccccc1)NCCc1c[nH]c2ccccc12	0.1	1	-5	-5	10	2	5	4	0	-6
COc1ccc(S(=O)(=O)N2CCOCC2)cc1NC(=O)C1CCCN1C(=O)c1cccs1 (stereo not given)	0.2	0	-3	-6	3	1	0	2	0	-5
C#C[C@]1(O)CC[C@H]2[C@@H]3CCc4cc(O)ccc4[C@H]3CC[C@@]21C	0.0	0	0	-2	11	0	-2	7	0	-1
Cc1ccc(CN2CCN(Cc3cnn(-c4ccc(F)cc4)c3)CC2CCO)o1 (stereo not given)	0.1	-2	7	-1	1	-3	0	10	-1	0
Cn1c(C(=O)Nc2ccc3c(c2)OCCO3)cc2c(=O)n(C)c3ccccc3c21	7.0	3	-13	-2	9	-12	-1	-9	-6	-15
CC(=O)Nc1ccc(NC(=O)C(=O)N/N=C/c2cccnc2)cc1	0.3	-1	-2	0	4	1	1	3	-3	1
CCN(CC)C(=O)n1nc(C)c(CN2C(=O)c3ccccc3C2=O)c1C	-0.3	1	1	-1	0	-5	-1	-4	5	0
NS(=O)(=O)c1cc2c(cc1Cl)NC(C1CC3C=CC1C3)NS2(=O)=O (stereo not given)	0.4	-2	2	0	6	0	-5	3	-1	4
COC(=O)c1ccc(C23CC4(C2)[C@H](CN(C)[C@@H]4c2ccccc2)C3c2ccc(C(F)(F)F)cc2)cc1 (stereo not given in full)	0.1	1	-8	-12	7	2	0	8	1	-6
O=C(NNC(=O)c1sccc1-n1cccc1)Nc1ccc(F)cc1	-0.1	2	0	4	3	2	0	-4	6	3
CCOCCCNC(=S)NCCCNc1nc2cc3c(cc2cc1C#N)OCO3	4.8	-262	-9	1	-7	-131	-2	18	-3	-142
Cn1c(=O)oc2cc(S(=O)(=O)NCCC(=O)NCc3ccc(F)cc3)ccc21	-0.3	-1	2	5	6	-2	8	5	19	-5
O=C1CC(N2CCN(C(c3ccccc3)c3ccccc3)CC2)C(=O)N1Cc1ccc(N2CCCC2=O)cc1 (stereo not given)	-0.1	-1	-4	7	-7	1	2	8	-4	2
Cc1nc2cc(-c3ccccc3)[nH]n2c(=O)c1C	-26	-32	6	3	7	-17	6	2	1	-31
COc1ccc(C(CC(=O)NC(C)(C)C)n2cccc2)cc1 (stereo not given)	-0.1	-4	-7	0	6	0	-1	-4	-1	0
COc1ccc2[nH]c3c(c2c1)CCN1C(=O)N([C@@H](C)C(=O)NCc2ccc(F)cc2)C(=O)[C@]31C	-0.1	0	-1	-7	-5	-3	2	9	0	-4
CCOc1ccc(/C=C/C(=O)OC(C)C(=O)NC2CCCCC2C)cc1OC (stereo not given)	-12	-21	1	0	5	-31	1	8	0	-40
CCCCc1c(C)c(C#N)c2nc3ccccc3n2c1Nc1c(C)n(C)n(-c2ccccc2)c1=O	0.3	-19	-7	0	8	-45	-1	-11	-5	-58
COc1cccc(-n2nc(-c3ccnn3-c3ccc(F)cc3)c(=O)n(C)c2=O)c1	0.9	-1	5	-8	6	-1	-3	8	0	0
COCCN1C(=O)COc2ccccc2C1C(=O)NCc1ccccc1 (stereo not given)	-0.3	-1	2	7	9	-4	-2	6	0	-2
CC(=O)Oc1cc2c(c3ccccc13)CCC2=O	0.2	-35	0	-5	2	-18	-6	1	-2	-26

(cont.)
SMILES	KLK7 zymogen act	ADAM17 inh	Tn6 DDE FP	DDE Tn7 FP inh	ASAP1 inh	PLCg1 inh	MBD2 inh	ARFGAP1 inh	UHRF1 MBD2 ctr	PLC-beta3 inh
O=C(Nc1ccnn1C1CCN(C/C=C/c2ccccc2)CC1)c1ccccc1Cl	0.7	-2	-2	-1	9	2	-2	-9	-2	-2
Cc1ccc(S(=O)(=O)CC(=O)Nc2ccc(F)c(F)c2F)cc1	-0.3	1	3	2	12	5	2	0	0	-7
C=CCOc1cccc(C2C(C(=O)c3cccs3)=C(O)C(=O)N2Cc2cccnc2)c1 (stereo not given)	-0.2	-2	-2	8	-3	-4	5	3	-7	-8
CC1(Cc2ccc(F)cc2)C(=O)Nc2ccc(-c3cccnc3)cc21 (stereo not given)	0.2	-1	4	3	-4	4	7	13	3	-5
CN(C)S(=O)(=O)c1cccc(NC(=O)COC(=O)c2ccc([N+](=O)[O-])o2)c1	0.3	1	-2	-5	11	7	-8	-7	-2	6
COc1ccc(C(=O)NCc2nnc(SCC(=O)NC3CCCCC3)o2)cc1	0.3	2	-5	6	1	-2	-2	5	3	-10
Cc1cccc(NC(=O)CN(C)CC(=O)NC(c2ccccc2)c2ccccc2)c1C	-0.1	-4	4	6	-1	2	0	-3	-2	-7
CCOc1ccc(-c2cc3nc(C4CCN(C(=O)OC(C)(C)C)CC4)c(C(=O)O)cn3n2)cc1	5.3	-28	4	-1	-11	-268	2	0	-3	-373
CCc1ccc(OCc2ccc(C(=O)OC)o2)cc1	-0.9	-2	3	6	-3	0	2	-6	2	-2
CSc1ccccc1C(=O)Nc1ccc2c(c1)CCC2	0.3	0	7	-1	2	5	1	2	4	-4
O=C(O)c1cc(N/N=C/c2c[nH]c3ccccc23)ccc1Cl	-0.3	-9	-6	5	0	-12	-1	12	-1	-25
